# MrgX1 agonist = agonists of human MrgX1 receptor; B-score at 10 µM; actives 0.44% (n = 310,000); Q96LB2; MrgX1-HEK293 cells, Fluo-4 calcium fluorescence, agonist mode; hits give high values;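 active means calcium response B-score plate-corrected fluorescence ratio at least 3 library SD, with starting fluorescence B-score inside 5 SD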
#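 Material: MrgX1-expressing HEK293 cells; input: 15,000 cells per well; doses: test compound given as first of three sequential additions; schedule: overnight plating before 1 h dye loading; technique: Fluo-4 NW calcium-flux fluorescence, kinetic read; evaluation: baseline-normalised fluorescence change ratio, B-scored; control set: plate-wise positive and negative controls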
# ANO1 activ = activates or potentiates the mouse TMEM16A chloride channel; Q8BHY3; HEK293 TMEM16A/YFP-H148Q/I152L, iodide quench fluorescence; hits give low values; B-score at 10 µM; actives 0.3% (n = 340,000);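 active means fluorescence-ratio B-score plate-corrected deviation score at least 3 library SD below zero, with starting fluorescence score within 5 deviations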;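 further: channel opened by trigger with iodide after compound preincubation; score built on the fluorescence ratio of max minus min over baseline; more negative score means more quench and so TMEM16A activation or potentiation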
# Target sequence (Q8BHY3 whole entry, looked up): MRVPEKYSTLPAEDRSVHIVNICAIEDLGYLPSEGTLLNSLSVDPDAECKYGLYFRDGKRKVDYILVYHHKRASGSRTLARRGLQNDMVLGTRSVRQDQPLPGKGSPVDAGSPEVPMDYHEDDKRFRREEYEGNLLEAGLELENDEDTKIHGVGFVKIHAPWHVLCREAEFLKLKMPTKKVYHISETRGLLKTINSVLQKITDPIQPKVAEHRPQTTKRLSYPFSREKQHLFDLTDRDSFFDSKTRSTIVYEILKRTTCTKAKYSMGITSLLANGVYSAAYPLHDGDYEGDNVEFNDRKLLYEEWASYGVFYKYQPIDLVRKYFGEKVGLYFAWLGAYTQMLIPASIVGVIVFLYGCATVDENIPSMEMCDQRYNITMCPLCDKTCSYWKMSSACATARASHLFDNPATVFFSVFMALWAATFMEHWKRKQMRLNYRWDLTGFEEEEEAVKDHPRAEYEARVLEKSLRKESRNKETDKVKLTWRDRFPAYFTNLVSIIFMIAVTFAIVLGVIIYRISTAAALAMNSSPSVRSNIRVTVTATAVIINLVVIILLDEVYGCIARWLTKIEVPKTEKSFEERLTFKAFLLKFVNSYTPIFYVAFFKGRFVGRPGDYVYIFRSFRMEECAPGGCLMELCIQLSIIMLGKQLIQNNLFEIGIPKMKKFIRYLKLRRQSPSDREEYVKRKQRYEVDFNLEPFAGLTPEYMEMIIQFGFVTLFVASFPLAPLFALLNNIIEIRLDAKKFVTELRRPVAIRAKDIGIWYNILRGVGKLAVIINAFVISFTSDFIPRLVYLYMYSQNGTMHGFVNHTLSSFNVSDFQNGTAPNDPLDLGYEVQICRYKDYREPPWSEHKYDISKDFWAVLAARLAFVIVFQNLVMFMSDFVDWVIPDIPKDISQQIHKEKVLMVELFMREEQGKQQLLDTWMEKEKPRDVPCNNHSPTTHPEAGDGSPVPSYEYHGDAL
# TRPC4 PAM = allosteric potentiators of mouse TRPC4 channel; actives 0.42% (n = 310,000); AID 2227; HEK293 TRPC4beta/mu-opioid, DAMGO EC20, Fluo-4 Ca2+ flux; hits give high values; Q9QUQ5; B-score at 10 µM;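 active means B-score of calcium response area above 5 SD of library B-scores, with initial fluorescence ratio within 5 SD of library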;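 further: B-score of integrated fluorescence ratio over time as area under calcium response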
# TRPC4 block = inhibitors of mouse TRPC4 channel; HEK293 TRPC4beta/mu-opioid, DAMGO-evoked Fluo4 calcium flux; hits give low values; B-score at 10 µM; actives 0.39% (n = 300,000);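 active means B-score over 3 SD under the library average, no early fluorescence shift, positive overall ratio signal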
#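 Test system – stable TRPC4beta/mu-opioid receptor HEK293 cells · Probe or stimulus – DAMGO, a submaximal dose followed by a maximal one · Dosing – one concentration per compound · Signal – Fluo4 calcium fluorescence by kinetic imaging, 5 s 1 Hz baseline · Evaluation – per-well B score of integrated baseline-normalized Fluo4 ratio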
# SKKanGAS inh = inhibitors of SKKanGAS S. pyogenes growth in kanamycin (SK-promoter or general growth effect); BacTiter-Glo, 6 h; inhibition, % at 7.5 µM; actives 1.3% (n = 300,000);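 active means mean replicate score, as percent of positive control median, at least 50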;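 further: strain carries kanamycin resistance gene driven by streptokinase promoter and grows in 40 µg/ml kanamycin; loss of luminescence reflects streptokinase promoter inhibition or plain growth inhibition; 0% = median of DMSO wells and 100% = positive control at its reference dose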
# TRPC6 activator = activates the mouse TRPC6 cation channel. Q61143. HEK293-TRPC6 membrane potential dye fluorescence; hits give high values. B-score at 10 µM. actives 0.13% (n = 310,000). AID 2550;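 active means B-score of the integrated fluorescence ratio above library mean plus 3 SD, and starting fluorescence ratio within library mean plus 5 SD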;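 further: higher score means more depolarization so channel activation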
# MrgX1 allo act = allosterically activates human MrgX1 receptor signaling. Q96LB2. MrgX1-HEK293, Fluo-4 calcium flux, FDSS; hits give high values. B-score at 10 µM. actives 0.63% (n = 310,000). AID 588675;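 active means plate-corrected calcium response at least 3 library SD above typical, normal starting fluorescence, not activating the receptor alone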;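 further: compound read alongside a low EC10 to EC30 dose of BAM8-22 agonist; peak minus trough fluorescence over baseline measured at the second addition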
# MrgX1 antag = human MrgX1 receptor antagonism, primary screen; MRGX1-HEK293 calcium flux, Fluo-4, BAM8-22 antagonism; hits give low values; B-score at 10 µM; actives 1.3% (n = 310,000); AID 588676;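 active means calcium-response B-score plate-corrected more than 3 library SD below zero, starting fluorescence within 5 deviations, no agonist response on first addition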;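 further: peak minus trough fluorescence over baseline after final BAM8-22 challenge near maximal dose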
# TRPC6 inh = mouse TRPC6 channel inhibition. B-score at 10 µM. actives 1.1% (n = 310,000). HEK293-TRPC6, membrane potential dye, ACh-evoked depolarization; hits give low values. Q61143;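 active means B-score under library mean minus 3 SD, initial fluorescence not abnormally high, positive integrated signal ratio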;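 further: B-score derived from integrated fluorescence ratio over the kinetic read; more negative B-score means stronger inhibition of depolarization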
# TMEM16A inh = mouse TMEM16A channel inhibition, primary screen; Q8BHY3; HEK293 TMEM16A/YFP iodide influx fluorescence, ionomycin; normalized B-score (activity score, 25-100; higher = stronger inhibition) at 10 µM; actives 1.2% (n = 310,000);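 active means ratio plate-corrected score three or more library SD toward inhibition, starting fluorescence score within five deviations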;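 further: score derived from kinetic fluorescence span divided by baseline fluorescence per well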
# TRPC4 agonist = activators of mouse TRPC4 channel | HEK293 TRPC4beta/mu-opioid, Fluo4 calcium fluorescence; hits give high values | AID 2237 | B-score at 10 µM | Q9QUQ5 | actives 0.49% (n = 310,000);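 active means B-score above 5 SD of library B-scores, and initial fluorescence ratio not above library mean plus 5 SD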;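 further: positive B-score marks a calcium rise read as TRPC4 activation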
#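 Technique: kinetic Fluo4 calcium fluorescence; Test system: TRPC4beta and mu-opioid receptor HEK293 stable cells; Measure: B-scored integrated calcium fluorescence ratio; Benchmarks: low control buffer alone, high control maximal DAMGO; Schedule: 45 min room-temperature Fluo4 loading, 110 s read.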
# * = called active by the depositor; i = inactive; / = not tested or not shown.
SMILES,MrgX1 agonist,ANO1 activ,TRPC4 PAM,TRPC4 block,SKKanGAS inh,TRPC6 activator,MrgX1 allo act,MrgX1 antag,TRPC6 inh,TMEM16A inh,TRPC4 agonist
CC1(C)CNC(=O)c2sc(NC(=O)CN3CCOCC3)nc2C1,i,i,i,i,-3,i,i,i,i,i,i
Cc1cc(NC(=O)Nc2cccc([N+](=O)[O-])c2)no1,i,i,i,i,1,i,i,i,i,i,i
CCn1cc(C(=O)N(C)Cc2ccc(OC(F)F)cc2)c(=O)c2ccc(C)nc21,i,i,i,i,-7,i,i,i,i,i,i
CC1CCC2C(=O)N(c3ccc(NC4CCCCC4)c([N+](=O)[O-])c3)C(=O)C2C1 (configuration not stated),i,i,i,i,-21,i,i,i,i,i,i
Cc1cc(C)n(-c2cc(N3CCN(C(=O)c4cccc(F)c4)CC3)ccc2[N+](=O)[O-])n1,i,i,i,i,-3,i,i,i,i,i,i
COC(=O)c1ccc(COC(=O)c2ccccc2OC)cc1,i,i,i,i,5,i,i,i,i,i,i
CCOC(=O)c1nnn(-c2nonc2-n2cccc2)c1CN1CCOCC1,i,i,i,i,6,i,i,i,i,i,i
Cc1cccnc1NC(=O)Cn1nc(-c2ccccc2)oc1=S,i,i,i,i,-3,i,i,i,i,i,i
O=S(=O)(c1ccc2c(c1)OCCO2)N1CCC(n2nnc3cc(C(F)(F)F)ccc32)CC1,i,i,i,i,5,i,i,i,i,i,i
CCOC(=O)C1CCN(C(=O)CCCCn2c(=O)[nH]c3ccccc3c2=O)CC1,i,i,i,i,4,i,i,i,i,i,i
CCCN(CC1CC1)c1nc(C)nc(Nc2c(Cl)cc(Cl)cc2Cl)c1Cl,i,i,i,i,89*,i,i,i,i,i,i
Cc1ccnc(NS(=O)(=O)c2ccc(NC(=O)c3cncc(Br)c3)cc2)n1,i,i,i,i,-5,i,i,i,i,i,i
COc1ccc(/C=C/C(=O)c2ccc[nH]2)cc1OC,i,i,i,i,3,i,i,i,i,i,i
FC(F)(F)C1=CC(c2ccc(Cl)cc2)=NCCN1,i,i,i,i,3,i,i,i,i,i,i
CC(C)c1ccc(S(=O)(=O)/N=C2/C=C(Sc3ncn[nH]3)C(=O)c3ccccc32)cc1,i,i,/,/,/,/,8.6*,i,/,i,/
CCOC(=O)C1=C(C)NC(C)=C(C(=O)OCC)C1C(=O)OCC(=O)NC1(C#N)CCCCC1,i,i,i,i,-1,i,i,i,i,i,i
CCN(CC)C(=S)SCC(=O)Nc1ncc2c(n1)CC(C)(C)CC2=O,i,i,i,i,13,i,i,i,i,i,i
COc1cc(OC)c(C2=NOC(C(=O)Nc3c(C)n(C)n(-c4ccccc4)c3=O)C2)cc1Cl (configuration not stated),i,i,i,i,-10,i,i,i,i,i,i
CC(C)(C)c1cc(CN(CCO)CCO)cc(C(C)(C)C)c1O,i,i,i,i,4,i,i,i,i,i,i
CN(C)CC#CCCCCCCC#CCN(C)C,i,/,i,i,5,i,i,i,i,i,i
COC(=O)CSc1nc2cc(OC)ccc2n1C,i,i,i,i,-6,i,i,i,i,i,i
CCOCCCNC(=O)C(NC(=O)CNC(=O)c1ccccc1)c1ccc(C)cc1 (configuration not stated),i,i,i,i,-12,i,i,i,i,i,i
O=C(COC(=O)[C@@H]1CC(O)CN1S(=O)(=O)c1ccc([N+](=O)[O-])cc1)NC12CC3CC(CC(C3)C1)C2 (some centres not stated),i,i,i,i,-18,i,i,i,i,i,i
O=C(CSc1nnc(NC(=O)C2CC2)s1)NCc1ccc(F)cc1,i,i,i,i,4,i,i,i,i,i,i
O=C(Nc1ccccc1)Nc1cccc(NC(=O)Nc2ccccc2)c1F,i,i,i,i,-7,i,i,i,i,i,i
# Additional entries.
SMILES,MrgX1 agonist,ANO1 activ,TRPC4 PAM,TRPC4 block,SKKanGAS inh,TRPC6 activator,MrgX1 allo act,MrgX1 antag,TRPC6 inh,TMEM16A inh,TRPC4 agonist
CC1CCN(c2ccc(C(=O)Nc3ccc4c(c3)OCO4)cc2[N+](=O)[O-])CC1,i,i,i,i,3,i,i,i,i,i,i
CCC(C)(C)c1ccc(OC(=O)c2cccnc2Cl)cc1,i,i,i,i,27,i,i,i,i,i,i
COC(=O)CNC(=O)Cn1ccc2ccccc2c1=O,i,i,i,i,2,i,i,i,i,i,i
O=C(CN1CCCCC1)N1N=C(c2cccs2)CC1c1cccs1 (configuration not stated),i,i,i,i,7,i,i,i,i,i,i
CCNc1nc(NCC)nc(SCCOC(=O)Nc2ccc(Cl)cc2Cl)n1,i,i,i,i,45,i,i,i,i,i,i
CCC(CC)C(=O)NCCCCc1ccccc1,i,i,i,i,-6,i,i,i,i,i,i
COC(=O)[C@@H]1C(c2ccccc2)(c2ccccc2)[C@@]1(C)C(=O)OC,i,i,i,i,-14,i,i,i,i,i,i
N#C[C@]1(S(=O)(=O)c2ccccc2)C[C@@H]2ON=C(c3cccc(Br)c3)[C@@H]2C1,i,i,i,i,8,i,i,i,i,i,i
Cc1csc(NS(=O)(=O)c2cccc([N+](=O)[O-])c2)n1,i,i,i,i,0,i,i,i,i,i,i
CC(C)(C)NC(=O)C(c1ccc(O)cc1)N(C(=O)CCC(=O)Nc1nccs1)c1ccccc1F (configuration not stated),i,i,i,i,-16,i,i,i,i,i,i
C#CCNC(=O)C1=C[C@@H](C2CC2)[C@H](CCCO)[C@@H](OCC)O1,i,i,i,i,4,i,i,i,i,i,i
COC(=O)c1cc(NC(=O)CC2Oc3ccccc3NC2=O)cc(C(=O)OC)c1 (configuration not stated),i,i,i,i,-11,i,i,i,i,i,i
COc1ccc(Oc2ccc(N/C=C3\CCCC3=O)cc2)cc1,i,i,i,i,-1,i,i,i,i,i,i
O=C(NC1CCN(C(=O)N2CCOCC2)CC1)c1ccccc1,i,/,i,i,2,i,i,i,i,i,i
O=C(Cc1ccc(Br)cc1)NC1CCCCC1,i,i,i,i,8,i,i,i,i,i,i
COc1ccccc1C(=O)Nc1ccc(C(=O)O)cc1,i,i,i,i,-1,i,i,i,i,i,i
CCOc1ccc(NC(=O)CSc2nnc(-c3ccncc3)n2CC2CCCO2)cc1 (configuration not stated),i,i,i,i,-2,i,i,-6.7*,i,i,i
Cc1ccc(OCC(=O)Nc2ccc(N3CCOCC3)cc2)c([N+](=O)[O-])n1,i,i,i,i,9,i,i,i,i,i,i
CCCCC(=O)NC1(C(F)(F)F)NC(=O)N(Cc2ccccc2)C1=O (configuration not stated),i,i,i,i,-3,i,i,i,i,i,i
CCc1nc(N[C@H](C(=O)O)C(C)C)c2oc3ccccc3c2n1,i,i,i,i,-12,i,i,i,i,i,i
O=C(CSc1nnc(Cc2ccccc2)n1-c1cccc(Cl)c1)NNC(=O)Cc1ccccc1,i,i,i,i,-7,i,i,i,i,i,i
COc1ccccc1-n1c(-c2ccccc2)c[nH]c1=S,/,i,i,i,-3,i,/,/,i,/,i
COc1cccc(Nc2ccc([N+](=O)[O-])c3nonc23)c1,i,i,i,i,4,i,i,i,i,i,i
O=C(CN1C2=NCCN2c2ccccc21)c1ccc(Br)s1,i,i,i,i,-7,i,i,i,i,i,i
O=C(CN1C(=O)COc2ccccc21)NCc1ccccn1,i,i,i,i,-2,i,i,i,i,i,i
# Next section:
SMILES,MrgX1 agonist,ANO1 activ,TRPC4 PAM,TRPC4 block,SKKanGAS inh,TRPC6 activator,MrgX1 allo act,MrgX1 antag,TRPC6 inh,TMEM16A inh,TRPC4 agonist
CCn1cc(C(=O)NCCN(C)CCc2ccccc2)c(=O)c2cc(S(=O)(=O)N(C)C)ccc21,i,i,i,i,-8,i,i,i,i,i,i
COC(=O)c1ccc(Cn2cnc3ccccc3c2=O)cc1,i,/,i,i,0,i,i,i,i,i,i
O=C(O)c1cccc(Nc2nc(Nc3ccccc3)nc(N3CCCC3)n2)c1,i,i,i,i,16,i,i,i,i,i,i
Cc1nc(Cl)c2c(n1)NC1=C(O2)C(=O)CCC1,i,i,i,i,9,i,i,i,i,i,i
COC(=O)c1sc2ncccc2c1OCc1ccc(Cl)cc1Cl,i,i,i,i,10,i,i,i,i,i,i
CC(=O)N1CCCc2ccccc21,i,i,i,i,3,i,i,i,i,i,i
O=C(O)c1ccccc1Nc1ccnc(C(F)(F)F)c1,i,i,i,i,-4,i,i,i,i,i,i
C/C(CC(=O)Nc1cc(C)ccn1)=N\NC(=O)C(=O)NC(C)C,i,i,i,i,-4,i,i,i,i,i,i
Nc1nnnn1/N=C/c1cccc(Oc2ccccc2)c1,i,i,i,i,-16,i,i,i,i,i,i
Fc1ccc(N2CCN(c3ncnc4c3nnn4Cc3ccccc3Cl)CC2)cc1,i,i,i,i,23,i,i,i,i,i,i
COc1ccc(CCN2C(=O)c3[nH]nc(-c4ccccc4O)c3C2c2cccc(O)c2)cc1OC (configuration not stated),i,i,i,i,11,i,i,i,i,i,i
Cc1ccc(C(=O)NC23CC4CC(CC(C4)C2)C3)c(Cl)c1,i,i,i,i,14,i,i,i,i,i,i
Nc1ccccc1C(=O)Nc1ccc(Cl)cc1Cl,i,i,i,i,-5,i,i,i,i,i,i
Cc1ccc(S(=O)(=O)n2nc(C)c(C#N)c2N)cc1,i,i,i,i,21,i,i,i,i,i,i
CCOC(=O)c1cnc(-n2nc(C)cc2C)nc1NNc1cc(C)nc(-c2ccccc2)n1,i,i,i,i,101*,i,i,i,i,i,i
COc1ccc(NC(=S)N2CCC(NC(=O)c3cccc(F)c3)CC2)cc1,i,i,i,i,11,i,i,i,i,i,i
Cc1cc(CCCCCCCCc2cc(C)cc(=O)o2)oc(=O)c1,i,i,i,i,1,i,i,i,i,i,i
Cc1ccc(-n2c(SCC(=O)Nc3cc(S(=O)(=O)N4CCOCC4)ccc3Cl)nc3ccccc3c2=O)cc1,i,i,i,i,0,i,i,i,i,i,i
COc1ccccc1NC(=O)c1cc[n+](C)cc1,i,i,i,i,2,i,i,i,i,i,i
CCOC(=O)c1c(CN2CCN(CCO)CC2)n(C)c2cc(Br)c(OC)cc12,i,i,i,i,5,i,i,i,i,i,i

# High-throughput results from PubChem.
